Assay outcomes deposited in PubChem BioAssay by Sanford-Burnham Center for Chemical Genomics.
beta cell repl = induces beta-cell replication in MIN6 cells | AID 2380 | 330,000 compounds, 0.29% hits | proliferation, % at 10 µM | MIN6 cells proliferation, ATPlite luminescence, 48 h; cells starved in 0.2% serum; 100% = growth in 10% serum;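 active means compounds whose signal lies at least 3.5 SD above the mean of all wells on their plate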;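 further: 0% = DMSO-treated cells in low-serum medium and 100% = 10% serum control; some compounds called inactive have numbers as strong as hits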
SENP1 FRET inh = SENP1 (human) catalytic domain inhibition. recombinant SENP1 catalytic domain, CyPet-SUMO1-YPet FRET cleavage. inhibition, % at 10 µM. 360,000 compounds, 0.21% hits;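 active means inhibition at least 30% at 10 µM, raw YFP signal under a set limit, fluorescence ratio 0.5 to 1.5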;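 further: 0% = enzyme with DMSO and 100% = no enzyme wells; some results filed as inactive read as strong as hits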
Target sequence (Q9P0U3 419-644 limits assumed): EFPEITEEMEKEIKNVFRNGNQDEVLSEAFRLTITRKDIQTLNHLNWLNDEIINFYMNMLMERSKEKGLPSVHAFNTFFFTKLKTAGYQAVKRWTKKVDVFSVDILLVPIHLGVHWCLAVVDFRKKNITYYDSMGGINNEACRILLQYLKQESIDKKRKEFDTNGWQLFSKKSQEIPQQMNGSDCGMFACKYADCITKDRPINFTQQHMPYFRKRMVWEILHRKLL
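Test system: human SENP1 catalytic domain; medium: Tris pH 8 buffer plus EDTA, NaCl, BME, BSA, NP40, catalase; incubation: 50 min reaction at room temperature; technique: FRET, CFP and YFP emission; controls: no-enzyme low control and enzyme-plus-DMSO high control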
mIAP act = increases mouse intestinal alkaline phosphatase activity. muIAP, CDP-Star luminescence, 30 min; stronger effect = higher value; 1 = vehicle-only enzyme signal, 0 = enzyme-free wells. activation factor at 10 µM. 330,000 compounds, 0.24% hits. AID 2805;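 active means activation factor of at least 2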; further: the source names both 10 and 20 µM as test concentration; values of inactives mirror those of a sister screen read the other way
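also added = chemiluminescent substrate CDP-Star | test system = mouse IAP enzyme | signal = chemiluminescence readout | compound = DMSO-dissolved test compounds | incubation = 30 min at room temperature | benchmarks = DMSO wells, no-enzyme wells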
hIAP block = human IAP inhibition. purified IAP, CDP-Star luminescence, 30 min. 330,000 compounds, 0.12% hits. inhibition, % at 10 µM. P09923;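 active means inhibition reaching a set limit with compound at 10 µM in the primary screen, cut at about 35% in these data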;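 further: plate controls were DMSO wells with enzyme for no effect and no-enzyme buffer wells for full effect; values of inactives mirror those of a sister screen read the other way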
APOBEC3A inh = human APOBEC3A DNA deaminase inhibition. P31941. 330,000 compounds, 0.41% hits. inhibition, % at 20 µM. recombinant A3A, FAM/TAMRA ssDNA deamination fluorescence;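 active means at least 40% inhibition at 20 µM here, with at most 30% in a related deaminase screen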;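 further: plate controls were A3A with DMSO for no effect and wells lacking A3A enzyme for full effect; some results filed as inactive read as strong as hits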
Target sequence (P31941 whole entry, looked up): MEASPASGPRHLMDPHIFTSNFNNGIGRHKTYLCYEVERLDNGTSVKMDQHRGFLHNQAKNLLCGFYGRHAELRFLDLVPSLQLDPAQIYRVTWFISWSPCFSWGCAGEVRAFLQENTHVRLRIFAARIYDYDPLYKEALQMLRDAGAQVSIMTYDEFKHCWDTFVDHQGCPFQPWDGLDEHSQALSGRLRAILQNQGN
mIAP inh = mouse IAP inhibition; purified mouse IAP, CDP-Star luminescence, 30 min; inhibition, % at 10 µM; 330,000 compounds, 0.2% hits;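 active means inhibition of at least 40% at 10 µM in the primary screen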;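 further: plate controls were DMSO with enzyme for no effect and no enzyme wells for full effect; values of inactives mirror those of a sister screen read the other way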
A3G deaminase = blocks human APOBEC3G single-stranded DNA deamination. recombinant A3G, ssDNA deamination FAM/TAMRA fluorescence. inhibition, % at 20 µM. 330,000 compounds, 0.28% hits;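 active means inhibition of at least 40% at 20 µM, with no more than 30% in the related APOBEC3A deaminase screen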;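 further: plate controls were DMSO wells with A3G for no effect and wells lacking A3G enzyme for full effect; some compounds called inactive have numbers as strong as hits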
Target sequence (Q9HC16 whole entry, looked up): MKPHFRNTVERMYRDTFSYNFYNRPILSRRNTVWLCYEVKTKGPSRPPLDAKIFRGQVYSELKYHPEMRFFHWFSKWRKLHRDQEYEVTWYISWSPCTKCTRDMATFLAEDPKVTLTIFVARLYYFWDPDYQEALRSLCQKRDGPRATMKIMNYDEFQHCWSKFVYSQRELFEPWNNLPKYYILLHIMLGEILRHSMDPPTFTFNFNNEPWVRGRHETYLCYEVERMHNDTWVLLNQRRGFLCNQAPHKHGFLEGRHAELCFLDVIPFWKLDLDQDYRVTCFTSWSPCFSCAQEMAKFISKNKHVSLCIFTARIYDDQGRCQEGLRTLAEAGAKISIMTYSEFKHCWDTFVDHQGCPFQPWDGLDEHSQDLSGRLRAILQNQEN
NLRP3 yeast inh = inhibitors of NALP3 inflammasome in yeast; inhibition, % at 10 µM; Yeast reconstituted NLRP3/ASC/caspase-1, beta-gal luminescence, 24 h; AID 2825; 330,000 compounds, 0.39% hits;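 active means inhibition of 50% or more; inactive means inhibition below 50%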;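 further: plate controls were induced DMSO wells for no effect and uninduced yeast grown without galactose for full effect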
hIAP act = human IAP activation | P09923 | purified human IAP, CDP-Star luminescence, 30 min; stronger effect = higher value; 1 = vehicle-only enzyme, 0 = enzyme-free background | activation factor at 10 µM | 330,000 compounds, 0.16% hits;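 active means activation factor of the enzyme at least 2-fold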; further: the source names both 10 and 20 µM as test concentration; values of inactives mirror those of a sister screen read the other way
Starred values were filed as active, the others as inactive; . = not tested or not shown. Only part of the results is shown; the hit share may differ from the screen's.

SMILES | beta cell repl | SENP1 FRET inh | mIAP act | hIAP block | APOBEC3A inh | mIAP inh | A3G deaminase | NLRP3 yeast inh | hIAP act
Cc1oc(-c2ccc(Cl)cc2)nc1CN1CCC(C(=O)NCc2cccs2)CC1 | -4 | -3 | 1.2 | -1 | -2 | -19 | -3 | 11 | 1
Nc1nnc(SCC(=O)Nc2ccc3nc(SCC(=O)Nc4ccccc4)sc3c2)s1 | -6 | -2 | 1.1 | 10 | -1 | -7 | -11 | 16 | 0.9
C/C(=N\NC(=O)C1(C)CC1(Br)Br)c1cccc(NC(=O)C2CCC2)c1 (configuration not stated) | 0 | 2 | 0.94 | 10 | -3 | 6 | -1 | 20 | 0.9
COc1ccc(-n2nnnc2SCC(=O)N2CCCC2)cc1OC | 1 | 3 | 1 | 8 | -7 | -4 | -10 | -7 | 0.92
COc1ccc(C)cc1NC(=O)CN(c1ccc(F)cc1)S(C)(=O)=O | -2 | 1 | 1 | -31 | -2 | 0 | 0 | 0 | 1.3
COc1ccc(CN2CCNC(=O)C2CC(=O)NC2CCOCC2)c(F)c1 (configuration not stated) | 3 | -8 | 0.94 | -10 | -4 | 6 | -2 | 12 | 1.1
COc1cccc(OC)c1C(=O)Nc1c(C(=O)N2CCN(C)CC2)oc2ccccc12 | 5 | 1 | 0.91 | -17 | -6 | 10 | -4 | 14 | 1.2
c1ccc(-c2nnc(C3CC(c4ccncc4)=NO3)o2)cc1 (configuration not stated) | 0 | 2 | 0.88 | -3 | -3 | 12 | -10 | 7 | 1
CCCCCCCCSc1nnc(-c2ccc(OC)cc2)o1 | -1 | 0 | 0.9 | 27 | -6 | 10 | -9 | 7 | 0.73
Cc1ccc(NS(=O)(=O)c2ccc(C(=O)NCCCN3CCCC3=O)cc2)cc1C | 2 | 1 | 0.96 | -4 | 3 | 4 | -6 | 16 | 1
O=C(NCCN1CCOCC1)c1cc(S(=O)(=O)Nc2ccccc2F)c(Cl)cc1Cl | -1 | 2 | 1 | -14 | -3 | -4 | -5 | 14 | 1.1
O=C(Cc1ccc(Nc2nc(=S)[nH]c3ccccc23)cc1)NC1CCCCC1 | -3 | . | 1 | 13 | -3 | -1 | -11 | 9 | 0.87
O=C(CN(c1ccc(F)cc1)S(=O)(=O)c1ccccc1)N1CCOCC1 | -3 | -2 | 1.1 | -4 | 7 | -11 | 4 | -3 | 1
O=C(N/N=C/c1ccc[nH]1)c1ccc(O)cc1 | -1 | 6 | 0.67 | -6 | -2 | 33 | -3 | 12 | 1.1
CCCCOc1ccc(C(O)(CCN2CCOCC2)c2ccccc2)cc1 (configuration not stated) | -3 | 2 | 0.93 | 3 | -1 | 7 | -1 | 12 | 0.97
CN(Cc1ccccc1)C(=O)CCNC(=O)Cn1cnc2ccccc2c1=O | -1 | 2 | 0.88 | 0 | 5 | 12 | -2 | 10 | 1
Cc1ccc(OCC(O)Cn2c(=N)n(CCN3CCOCC3)c3ccccc32)cc1 (configuration not stated) | -3 | 0 | 1 | -4 | 1 | 0 | -5 | 4 | 1
COc1cc(/C=N/NC2=NC(C)(C)Cc3ccccc32)cc(OC)c1OC | -1 | 1 | 1 | 7 | 4 | -2 | 1 | 7 | 0.93
COc1ccc(CN=C(N)N=C(N)N)cc1Cl | -2 | 0 | 1.2 | -5 | 6 | -16 | -3 | 7 | 1.1
O=C(CC1SC(N2CCCCC2)=NC1=O)Nc1ccc(C(=O)NCc2ccccc2)cc1 (configuration not stated) | -2 | -4 | 0.99 | -5 | 2 | 1 | -3 | 26 | 1
O=C(Cn1cc(C(F)(F)F)cc(Cl)c1=O)Nc1cccc(S(=O)(=O)N2CCCCC2)c1 | -5 | 1 | 0.86 | -9 | -1 | 14 | -5 | -1 | 1.1
COc1ccccc1/C=C/C=N/NC(=O)Cc1cccn1C | -1 | -6 | 1 | -16 | -2 | -3 | -4 | 4 | 1.2
C=CCn1c(/N=C/c2ccc3c(c2)OCO3)nc2ccccc21 | 0 | -1 | 0.95 | -1 | -4 | 5 | -9 | -7 | 1
CCN(CC)C(=O)CSC(=Nc1ccccc1F)NC#N | -3 | -10 | 0.91 | 18 | -5 | 9 | -2 | 5 | 0.82
O=C(N/N=C/C=C/c1ccco1)C(O)c1ccccc1 (configuration not stated) | -1 | -5 | 0.74 | 1 | 22 | 26 | 19 | 22 | 0.99
Cc1cccc(C(=O)OCC(=O)NC2CC2)c1O | -2 | 0 | 0.9 | -5 | 2 | 10 | -5 | 13 | 1
CCOc1ccc(S(=O)(=O)N2CCOCC2)cc1NC(=O)CCOc1ccc(C(C)(C)C)cc1 | -3 | -2 | 1 | -11 | -3 | -1 | -9 | 21 | 1.1
C=CCn1c(CCC(O)COCCC)n[nH]c1=S (configuration not stated) | 4 | 0 | 0.95 | -1 | -1 | 5 | -8 | 5 | 1
Cc1noc(/C=C/N(C)C)c1S(=O)(=O)N1CCC(C(=O)O)CC1 | -3 | 12 | 1 | 5 | -8 | -1 | -11 | 11 | 0.95
CCCN(C(=O)c1cccc(S(=O)(=O)N2CCN(Cc3ccccc3)CC2)c1)C1CCS(=O)(=O)C1 (configuration not stated) | 1 | 2 | 0.96 | -21 | -2 | 4 | -9 | 3 | 1.2
COc1ccccc1NC(=O)COC(=O)/C=C/c1cccs1 | 1 | 1 | 1.1 | 0 | -1 | -11 | -7 | 7 | 1
CCC(C)NC(=O)CSc1nc2c(sc3ccccc32)c(=O)n1CCCN1CCOCC1 (configuration not stated) | -1 | 1 | 0.99 | 4 | -7 | 1 | -5 | -3 | 0.96
CC(=O)N(/N=C/c1cccc(C)c1)c1nc(-c2ccc(Br)cc2)cs1 | -3 | 2 | 1 | 2 | 2 | -5 | 0 | 1 | 0.98
COc1cc2c(cc1OC)[C@@H](Cc1ccc(OCCC#N)cc1)N(C)CC2 | 4 | -2 | 0.98 | -3 | -3 | 2 | -5 | 16 | 1
COc1ccc2c(C(=O)CN3CCN(c4ccccc4)CC3)c[nH]c2c1 | -2 | 3 | 1.1 | -6 | -4 | -10 | -10 | -6 | 1.1
S=c1[nH]nc(C2CCCCC2)n1/N=C/c1ccncc1 | 4 | 0 | 1 | 4 | -3 | -2 | 48* | 14 | 0.96
Cc1ccc(SC(C)C(=O)Nc2ccncc2)cc1 (configuration not stated) | -2 | 2 | 0.92 | -9 | 4 | 8 | -4 | 28 | 1.1
O=C(NNC(=S)NC(=O)c1ccccc1[N+](=O)[O-])c1ccccc1Cl | -2 | 0 | 0.8 | -52 | -4 | 20 | -10 | 10 | 1.5
COc1ccc(-c2nnc(-c3ccccc3O)o2)cc1 | -5 | 2 | 1 | -44 | 3 | -3 | -5 | 21 | 1.4
Cn1c(=O)oc2cc(S(=O)(=O)N3CCCC(C(=O)Nc4ccc5c(c4)OCCO5)C3)ccc21 (configuration not stated) | -2 | 2 | 1.1 | -3 | 1 | -8 | -8 | 2 | 1
COc1cccc(OCC(=O)NNC(=O)c2ccc(-c3ccccc3)cc2)c1 | 2 | -1 | 0.82 | 8 | 0 | 18 | -3 | 14 | 0.92
C=Cc1ccc(CN2CCCN(Cc3ccc(Cl)cc3)S2(=O)=O)cc1 | -5 | 0 | 1 | 13 | -2 | -2 | 2 | 7 | 0.87
CC(OC(=O)c1ccco1)C(=O)Nc1ncc(Cl)cc1Cl (configuration not stated) | -1 | 0 | 1 | -14 | 2 | -2 | -7 | 6 | 1.1
CC(C)(C)NC(=O)COC(=O)/C=C/c1ccccc1[N+](=O)[O-] | 0 | 2 | 1 | -4 | 0 | -2 | -4 | 5 | 1
Cc1cc(OC(=O)c2ccco2)c2c(C)cc(=O)oc2c1 | -2 | 4 | 0.93 | 0 | -2 | 7 | -6 | -1 | 1

An excerpt from above with just mIAP act.
SMILES	mIAP act
CN(Cc1ccccc1)C(=O)CCNC(=O)Cn1cnc2ccccc2c1=O	0.88
Cc1ccc(NS(=O)(=O)c2ccc(C(=O)NCCCN3CCCC3=O)cc2)cc1C	0.96
Cc1noc(/C=C/N(C)C)c1S(=O)(=O)N1CCC(C(=O)O)CC1	1

Going on with the list:
SMILES | beta cell repl | SENP1 FRET inh | mIAP act | hIAP block | APOBEC3A inh | mIAP inh | A3G deaminase | NLRP3 yeast inh | hIAP act
Cc1cccc(OCCC(=O)NCC(c2ccco2)N2CCCCC2)c1 (configuration not stated) | 4 | -2 | 1.1 | -6 | 2 | -6 | 0 | 5 | 1.1
COc1ccc(-c2nc3ccccc3[nH]2)cc1 | -4 | 3 | 0.94 | -1 | -4 | 6 | -4 | 55* | 1
CCN(CC(=O)Nc1ccc2c(c1)OCCO2)S(=O)(=O)c1cccs1 | -3 | 3 | 1.1 | 10 | 5 | -10 | 1 | -2 | 0.9
CC(C(=O)NCCCc1ccccc1)c1ccc([N+](=O)[O-])cc1 (configuration not stated) | -2 | 2 | 0.91 | 15 | -5 | 9 | -5 | 6 | 0.85
Nn1c(-c2cccc([N+](=O)[O-])c2)nc2ccccc2c1=O | -2 | -1 | 1.1 | -2 | -9 | -11 | -7 | 3 | 1
NNc1nc2c(-c3cccc(C(F)(F)F)c3)nnn2c2ccccc12 | -7 | -27 | 1 | 0 | -5 | -1 | -4 | 11 | 1
COc1ccccc1OCCCCn1ncc2ccc(OC)c(OC)c2c1=O | 0 | -1 | 1.1 | -15 | -3 | -7 | -9 | 8 | 1.1
O=C(O)CC1NC(=O)N(c2ccccc2)C1=O (configuration not stated) | -2 | . | 1.1 | 7 | 1 | -11 | 1 | 8 | 0.93
COc1ccccc1C(=O)NCc1ccccn1 | 0 | 0 | 0.98 | 16 | -2 | 2 | -7 | 7 | 0.84
CSc1ncccc1C(=O)OCc1c(F)cccc1Cl | 0 | 0 | 0.96 | 8 | 0 | 4 | -5 | -18 | 0.92
COC(=O)c1ccc(C2/C(=C(/O)c3ccc(OC(C)C)cc3)C(=O)C(=O)N2c2cc(C)on2)cc1 (configuration not stated) | -4 | 5 | 1 | 18 | 0 | 0 | 0 | 6 | 0.82
O=C(NCc1ccccn1)c1ccc(S(=O)(=O)Nc2ccccc2F)cc1 | 0 | -1 | 1 | 4 | 7 | -1 | 1 | 11 | 0.96
COc1ccc(C2/C(=C(/O)c3ccc4c(c3)CC(C)O4)C(=O)C(=O)N2CCN2CCOCC2)cc1 (configuration not stated) | 0 | -4 | 1 | 2 | 1 | -5 | -2 | -4 | 0.98
COc1ccc2cc(C(=O)NCc3ccco3)c(=Nc3ccc(C(=O)O)cc3)oc2c1 | 1 | -20 | 0.95 | -2 | -2 | 5 | -1 | 1 | 1
COc1ccc(N(CC(=O)Nc2ccc(OC)c(OC)c2)S(=O)(=O)c2ccccc2)cc1Cl | -2 | 1 | 1.7 | -6 | -6 | -74 | -8 | 15 | 1.1
CC(C)C(NC(=O)C1CC(=O)N(Cc2ccccc2)C1)c1nc2ccccc2[nH]1 (configuration not stated) | 0 | -1 | 0.97 | -1 | -4 | 3 | -3 | 7 | 1
